Screening data from PubChem BioAssay.
LGR2 inh: blocks bursicon-induced cAMP signaling via Drosophila LGR2 | HEK293 LGR2, CRE-luciferase, bursicon-stimulated, 4 h | inhibition, % at 9.99 µM | 380,000 tested, 0.35% active | AID 720647;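 active means drop in luminescence signal, shown as inhibition above about 50% in the replicate tests, limit read from the data, passing the limit was not always enough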;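 further: agonist challenge used bursicon conditioned medium at about half maximal strength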
Cneo AK release: Cryptococcus neoformans lysis via adenylate kinase release; AID 651654; 360,000 tested, 0.2% active; C. neoformans lysis, adenylate kinase release luminescence, 4 h; normalised: neutral wells 0, clomiphene wells 100; lysis activity, % at 15 µM;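 active means mean lysis activity across replicates of at least 80%, whatever share of replicates individually reach that level; inactive means mean lysis activity below 80%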
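Assay system: Cryptococcus neoformans yeast cells / Dosing: single-point compound dose / Timing: 4 h at 37 °C static, read 1 h later / Measured by: luminescence of released adenylate kinase using an AK detection reagent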
S100A4 MyoIIA: S100A4-myosin IIA interaction inhibition. inhibition, % at 10.7 µM. S100A4/TAMRA-MyoIIA peptide fluorescence polarization. 360,000 tested, 0.14% active. AID 652163;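 active means mean inhibition of at least 70% across replicates, with every replicate also reaching that level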
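assay system = human S100A4 monomer with TAMRA-labelled myosin IIA peptide | also added = labelled myosin peptide probe, 5 nM | incubation = 5 min between mix addition and reading | control set = DMSO and TFP controls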
PGC1a acetyl inh: modulators of PGC1a acetylation; AID 651687; U2OS PGC1a acetylation, AlphaScreen anti-acetyl-lysine; with virally co-expressed GCN5 acetyltransferase; inhibition, % at 15.6 µM; 350,000 tested, 0.17% active;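 active means every replicate shows inhibition of at least 40%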;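 further: 0% = neutral control wells and 100% = positive control wells; some results beyond the cut were filed as inactive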
ERAP1 inh: ERAP1 (human) enzyme inhibition. recombinant ERAP1, Leu-AMC fluorescence, 60 min. inhibition, % at 10.7 µM. 340,000 tested, 0.15% active. AID 652197. Q9NZ08;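 active means mean replicate inhibition of at least 30%, or all replicates individually reaching that 30% level; inactive means mean below 30% and not every replicate reaching it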;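 further: 0% = neutral control wells and 100% = L-leucinethiol positive control wells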
Target sequence (Q9NZ08 whole entry, looked up): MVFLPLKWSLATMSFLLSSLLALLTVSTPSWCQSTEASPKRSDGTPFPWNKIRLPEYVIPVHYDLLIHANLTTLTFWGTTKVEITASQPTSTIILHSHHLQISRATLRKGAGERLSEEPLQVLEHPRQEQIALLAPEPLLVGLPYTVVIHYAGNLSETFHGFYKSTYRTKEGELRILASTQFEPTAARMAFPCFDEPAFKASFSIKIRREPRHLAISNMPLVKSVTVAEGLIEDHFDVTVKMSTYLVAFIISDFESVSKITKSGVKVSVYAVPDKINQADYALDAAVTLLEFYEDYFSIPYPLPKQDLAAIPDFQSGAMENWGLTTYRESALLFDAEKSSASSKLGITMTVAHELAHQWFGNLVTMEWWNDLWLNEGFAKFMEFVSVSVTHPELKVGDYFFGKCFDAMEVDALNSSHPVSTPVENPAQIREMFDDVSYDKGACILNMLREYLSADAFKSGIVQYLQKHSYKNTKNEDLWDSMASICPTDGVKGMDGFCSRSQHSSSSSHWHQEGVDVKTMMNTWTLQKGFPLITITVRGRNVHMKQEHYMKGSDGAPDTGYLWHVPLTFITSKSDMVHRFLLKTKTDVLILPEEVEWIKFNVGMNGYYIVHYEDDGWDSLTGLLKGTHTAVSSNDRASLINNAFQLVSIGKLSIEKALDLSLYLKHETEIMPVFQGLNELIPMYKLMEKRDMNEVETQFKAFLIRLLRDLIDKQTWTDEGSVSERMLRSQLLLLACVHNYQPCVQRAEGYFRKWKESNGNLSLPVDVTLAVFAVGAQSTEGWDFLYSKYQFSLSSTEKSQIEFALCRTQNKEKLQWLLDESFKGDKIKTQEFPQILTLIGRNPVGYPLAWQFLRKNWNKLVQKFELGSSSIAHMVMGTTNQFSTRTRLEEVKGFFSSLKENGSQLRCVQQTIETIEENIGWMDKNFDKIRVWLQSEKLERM
Xi reactivation: X-chromosome reactivation activator; XiGFP mouse fibroblasts, % GFP-positive cells imaging, 3 d; cells co-treated with 5-aza-dC sensitizer; scaled so ellipticine positive control = 100%; activation, % at 7.58 µM; 360,000 tested, 0.055% active;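 active means mean normalized replicate activation at least 10% and every replicate at or above 10%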;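 further: 0% = median of on-plate neutral control wells and 100% = ellipticine 6 µM median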
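Assay system – SV40-immortalized XiGFP fibroblast cells, line 68-5-11 · Buffer or medium – DMEM supplemented with 5-aza-dC as sensitizing agent · Dosing – one concentration, pinned · Benchmarks – positive control ellipticine, 6 µM final · Times – 3 days compound exposure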
SIRT5 block: inhibitors of human sirtuin-5 desuccinylase; Q9NXA8; Purified SirT5, succinyl-peptide AMC, trypsin-coupled fluorescence; inhibition, % at 15 µM; 330,000 tested, 1.1% active; AID 652115; in the data active means inhibition above about 15%
C2C12 statin: suppressors of simvastatin-induced myotoxicity in C2C12 myotubes; rescue of ATP level, % at 7.49 µM; AID 602340; 330,000 tested, 0.78% active; ATP luminescence, 48 h; scaled: DMSO 0, geranylgeraniol control 100;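 active means mean ATP rescue above about 67%, or every replicate alone reaching that limit, limit read from the data, passing the limit was not always enough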;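 further: myotubes were challenged with 10 µM simvastatin during compound exposure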
An asterisk follows results filed as active; . = not tested or not shown; & = joins results of further samples. Only part of the results is shown. The share of hits here may be higher or lower than overall.

No.	molecule	S100A4 MyoIIA	PGC1a acetyl inh	SIRT5 block	Xi reactivation	Cneo AK release	ERAP1 inh	C2C12 statin	LGR2 inh
1	O=C1N(Cc2ccccc2)Cc2ccccc2[C@@H]2OC(c3ccc(OCCCO)cc3)=N[C@]12Cc1ccccc1	-8	-52	-2	.	-17	-4	.	.
2	c1ccc(CCNCC2COc3ccccc3O2)cc1 (stereo not drawn)	-5	8	-6	0.0	5	1	1	-24
3	CC(C)[C@H]1C=C(C(=O)O)O[C@@H](OCCCCO)C1	-8	1	3	0.1	-1	-3	-8	9
4	C=C[C@@H](CO)NS(=O)(=O)c1ccc(Br)cc1	16	2	-2	.	9	2	.	.
5	Cc1oc(-c2cccc(Cl)c2)nc1CN(C)C1CCOC1 (stereo not drawn)	-4	.	-1	0.1	.	8	.	-4
6	Cc1c(Cl)cccc1NC(=O)CCS(=O)(=O)c1cccc2nonc12	-2	-6	-1	-0.1	0	0	-5	6
7	C[C@@H]1CN([C@H](C)CO)C(=O)c2cc(NC(=O)CCN3CCOCC3)ccc2O[C@H]1CN(C)S(C)(=O)=O	8	-28	-12	0.1	1	12	-1	-37
8	O=C(c1ccncc1)N1CC2(C1)[C@@H](c1ccccc1)[C@@H](CO)N2C(=O)CC1CC1	1	0	-3	0.0	.	4	.	6
9	CC(C)NC(=O)Nc1ccc2c(c1)C(=O)N([C@@H](C)CO)C[C@H](C)[C@H](CN(C)S(=O)(=O)c1ccc(F)cc1)OCCCC[C@@H](C)O2	3	2	2	0.1	49	-2	.	7
10	C[C@H]1CN([C@@H](C)CO)C(=O)c2cccc(NC(=O)NC3CCCCC3)c2O[C@@H]1CN(C)Cc1ccc2c(c1)OCO2	-6	7	0	-0.8	-3	.	-124	-3
11	Cc1cc(OCC(=O)OCC(=O)N(C)Cc2ccccc2C)ccc1Cl	22	-10	-29	0.3	0	0	1	-1
12	COc1ccccc1-n1ccnc1SCC(=O)NC(C)(C)C	-3	-7	-2	0.1	0	-2	.	5
13	O=[N+]([O-])c1cccc(S(=O)(=O)NCCc2cn3ccccc3n2)c1	1	7	1	0.2	1	1	-5	11
14	CC(C)n1c(CNC(=O)c2ccccc2F)nnc1SCC(=O)c1ccc(F)cc1	4	-6	2	0.1	4	0	10	-9
15	c1ccc(-c2cncnc2)cc1	0	5	25*	0.0	-2	-3	3	-5
16	COc1ccc(NC(C)=O)cc1S(=O)(=O)NC(Cc1ccccc1)C(=O)NC(C)c1ccccn1 (stereo not drawn)	0	-2	-6	-0.1	1	3	2	6
17	C[C@H](CO)N1C[C@H](C)[C@@H](CN(C)S(C)(=O)=O)Oc2cc(C#CC3CCCC3)ccc2S1(=O)=O	3	-9	-12	-0.8	20	0	3	20
18	COc1cccc(-c2cnc3c(NC(C)=O)cc(-c4ccccc4OC)cn23)c1	5	-14	-6	0.0	2	-8	-10	-14
19	C[C@H](CO)N1C[C@H](C)[C@H](CN(C)Cc2ccccc2)Oc2ncc(C#CC3(O)CCCC3)cc2C1=O	-3	-2	-2	0.0	-2	2	-4	0
20	CCOC(=O)C1(CC2CCCCO2)CCN(S(=O)(=O)c2ccsc2)CC1 (stereo not drawn)	14	0	-1	0.2	.	0	.	14
21	C=CCN1C(=O)c2ccc(C(=O)N(C)CC(=O)Nc3ccc(Br)cc3C)cc2C1=O	-1	0	0	-0.3	2	2	-10	-3
22	O=C(O)c1cc2ncc(-c3[nH]ncc3[N+](=O)[O-])cn2n1	-6	.	-2	-0.1	.	12	.	3
23	C/C=C/c1ccc([C@H]2[C@@H](CO)N(S(=O)(=O)CC)[C@@H]2CN(C)C(=O)CC)cc1	14	.	1	-0.1	.	-1	.	-17
24	CCN(CC)CCn1c(NCc2ccco2)nc2ccccc21	4	0	3	.	4	7	-9	-8
25	Cn1cc(CCOCc2ccc(Br)cc2)c2ccccc21	-24	.	0	0.5	.	3	.	-15
26	Cc1ccc(CNC(=O)C(Cc2ccccc2)NS(=O)(=O)c2ccc(Br)s2)cc1 (stereo not drawn)	-9	.	-1	0.2	.	1	.	12
27	O=C(O)c1ccc(N/N=C/c2ccc(F)c(F)c2)cc1	1	.	8	-0.2	.	-20	6	.
28	O=C(CN1CCN(c2cccc(Cl)c2)CC1)NC1CCCc2ccccc21 (stereo not drawn)	0	-6	-1	0.2	-1	2	-9	9
29	C#CCNC(=O)C1=C[C@@H](c2coc3ccccc3c2=O)C[C@@H](OCc2ccc(CO)cc2)O1	15&-43	-8&-19	-3&-1	0.0	3&3	0&2	8	-3
30	CCOC(=O)c1cccc(NC(=O)Cn2cc3c(n2)CCC(C)C3)c1 (stereo not drawn)	-1	.	8	0.2	1	1	8	-21
31	C[C@@H]1CN([C@@H](C)CO)C(=O)Cc2cc(NS(=O)(=O)c3cn(C)cn3)ccc2O[C@H]1CN(C)S(=O)(=O)c1cn(C)cn1	1	9	-4	0.1	-5	0	-20	-20
32	Cn1cc(CC(=O)NCCCN2CCOCC2)c2ccccc21	-3	.	3	0.1	-2	6	-4	0
33	CC1(C(=O)NS(=O)(=O)c2ccc3ccccc3c2)CCN1C(=O)C1(c2ccc(Cl)cc2)CCC1 (stereo not drawn)	-1	7	5	-0.1	1	-2	13	5
34	COCCN(C(=O)COC(=O)c1cccc2ccccc12)c1c(N)n(Cc2ccccc2)c(=O)[nH]c1=O	-13	18	-1	0.1	1	1	.	-17
35	COCCNC(=O)C(=O)NCC1OCCN1S(=O)(=O)c1ccc(C)cc1 (stereo not drawn)	0	-2	-1	0.1	5	0	-3	-13
36	CC(=O)c1ccc(NC(=O)CCCN2C(=O)/C(=C/C(C)=C/c3ccccc3)SC2=S)cc1	-7	-1	1	0.0	0	4	.	3
37	CC(C)(C)c1ccc(NC(=O)CNC2CCCc3ccccc32)cc1 (stereo not drawn)	-4	2	-4	0.5	.	-5	-10	11
38	CCC(CC)c1nnc(NC(=O)CC(C)c2ccccc2)s1 (stereo not drawn)	-1	4	2	0.0	0	1	10	-5
39	O=C1Nc2ccccc2C1=Nc1ccc2[nH]c3ccccc3c2c1	0	-6	12	-0.2	.	-4	.	-4
40	CC(C)NC(=O)N1CC2(C1)[C@@H](c1ccccc1)[C@H](CO)N2C(=O)C1CCC1	13	5	-3	0.1	.	0	.	11
41	CN(C)CCCNC(=O)C[C@@H]1CC[C@@H]2[C@H](COC[C@@H](O)CN2S(=O)(=O)c2ccc(F)cc2)O1	8	-4	1	0.1	-1	1	3	-8
42	COc1ccc(NC(=O)C2CCCN(S(=O)(=O)c3cccc4nonc34)C2)cc1 (stereo not drawn)	3	-14	-3	.	3	-7	-30	19
43	CCOC(=O)C1=C(C)N=C2SC=C(C)N2C1c1ccc(OC)cc1 (stereo not drawn)	4	-5	0	0.0	.	-5	.	2
44	CCOC(=O)c1cc(NC(=O)c2ccc(Cl)cc2)c(=O)n2c1oc1ccc(Cl)cc12	-4	-2	2	.	-1	-2	18	-1
45	O=C(NC12CC3CC(CC(C3)C1)C2)c1cc([N+](=O)[O-])ccc1N1CCOCC1	0	.	1	0.3	.	4	.	-8
46	CCOC(=O)c1ccc(NC(=O)CNC(=O)c2ccco2)cc1	1	-12	-2	-0.1	0	-3	3	-3
47	Cc1cc(C)c(C)c(S(=O)(=O)N2CCC(C(=O)NCC(c3ccccc3)N(C)C)CC2)c1C (stereo not drawn)	2	-4	-1	0.0	4	-1	-23	2
48	CC1(C(=O)Nc2cccc3c2CCCC3)CCN1C(=O)CCc1ccc(Cl)cc1Cl (stereo not drawn)	-5	7	-5	0.2	0	-2	-1	18
49	CS(=O)(=O)N1CCN(C(=O)c2ccc(Cl)s2)CC1	6	-1	-4	0.0	10	1	1	4
50	CO[C@H]1CN(C)C(=O)c2ccc(NC(C)=O)cc2OC[C@@H](C)N(C(=O)c2ccc(F)cc2)C[C@H]1C	2	-2	11	0.0	-2	3	5	-10
51	O[C@@H]1C[C@H](c2ccccc2)N(Cc2cccs2)C[C@H]1n1cc(C2CC2)nn1	-2	5	1	0.0	0	2	-1	0
52	CNC[C@@H]1Oc2ccc(NC(=O)NC3CCCCC3)cc2C(=O)N([C@@H](C)CO)C[C@H]1C	0	-2	0	-1.1	2	9	0	-4
53	Cc1cccc(NC(=S)Nc2cccc(C)n2)n1	-3	.	-2	0.1	16	0	-6	-17
54	CC(=O)OC(COC1C[C@@H]2CC[C@@]1(C)C2(C)C)C[N+]1(C)CCCCC1 (stereo partly drawn)	-4	1	-5	0.0	.	100*	.	-7
55	COCC(=O)N1C[C@@H]2[C@H](c3ccccc31)[C@H](CO)N2C(=O)NC(C)C	4	7	7	0.1	-10	-1	20	-12
56	O=C(C1CCCCC1)N1CC(=O)N2[C@H](CO)[C@@H](c3ccc(C#Cc4cccc(F)c4)cc3)[C@H]2C1	3	-8	5	0.4	.	0	.	-10
57	CC(=O)Nc1ccc(N2CCOCC2)c(S(=O)(=O)Nc2ccccc2Cl)c1	-2	.	4	-0.1	0	2	6	9

SIRT5 block, hit marks shown above
#	smiles	S100A4 MyoIIA	PGC1a acetyl inh	SIRT5 block	ERAP1 inh	LGR2 inh
15	c1ccc(-c2cncnc2)cc1	0	5	25*	-3	-5

Part of the list above, with two lines to a compound:
Values in the order: S100A4 MyoIIA | PGC1a acetyl inh | SIRT5 block | Xi reactivation | Cneo AK release | ERAP1 inh | C2C12 statin | LGR2 inh
[18] COc1cccc(-c2cnc3c(NC(C)=O)cc(-c4ccccc4OC)cn23)c1
 : 5 | -14 | -6 | 0.0 | 2 | -8 | -10 | -14
[47] Cc1cc(C)c(C)c(S(=O)(=O)N2CCC(C(=O)NCC(c3ccccc3)N(C)C)CC2)c1C (stereo not drawn)
 : 2 | -4 | -1 | 0.0 | 4 | -1 | -23 | 2
[50] CO[C@H]1CN(C)C(=O)c2ccc(NC(C)=O)cc2OC[C@@H](C)N(C(=O)c2ccc(F)cc2)C[C@H]1C
 : 2 | -2 | 11 | 0.0 | -2 | 3 | 5 | -10
[26] Cc1ccc(CNC(=O)C(Cc2ccccc2)NS(=O)(=O)c2ccc(Br)s2)cc1 (stereo not drawn)
 : -9 | . | -1 | 0.2 | . | 1 | . | 12
